PAX8 inh HTS = inhibitors of PAX8 transcriptional activity in RMG-I cells | RMG-I TPO-luciferase reporter, SteadyGlo, 24 h | inhibition, % at 12.6 µM | 360,000 tested, 1.2% active;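 active = mean replicate inhibition at least 60% with every replicate also reaching 60%; inconclusive = only one of the two criteria is met; inactive = mean below 60% and not all replicates reaching 60%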;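 also: luciferase light reporting Pax8 driven TPO promoter activity; plate controls were median of neutral control wells for no effect and mitoxantrone controls for full effect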
F508del corr = correctors of CFTR F508del function in bronchial epithelial cells; CFBE cells, YFP halide quenching; stimulated with forskolin plus potentiator P3; % fluorescence drop versus neutral controls; 350,000 tested, 0.36% active; activity (quench increase), % at 7.58 µM; AID 720511;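 active = mean added fluorescence quench of at least 8% versus neutral control, with both replicates also reaching 8%; inconclusive = only one of the mean or replicate conditions met; inactive = mean below 8% and not both replicates reaching 8%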;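 also: cells transiently co-express mutant CFTR-F508del with the halide-sensitive YFP; corrector assay measuring rescue of mutant channel to the surface after 24 h compound exposure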
GSIS activator = primary screen for activators of insulin secretion dependent on glucose, INS-1E cells, GLuc reporter luminescence; 370,000 tested, 0.61% active; INS-1E GLuc reporter insulin secretion, 2-3 h; activation, % at 16.6 µM; AID 743287;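 active = lowest replicate activation of at least 40%, so every replicate reaches that level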;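 also: 0% = median of neutral control wells and 100% = median of IBMX positive control wells; some compounds called inactive have numbers as strong as hits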
miR-122 sensor = miR-122 inhibition in Huh7 cells. Huh7 miR-122 Renilla luciferase sensor, 48 h; neutral wells = 0, positive control = 100. activation (reporter increase), % at 12.5 µM. 340,000 tested, 0.3% active;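 active = mean replicate activation score at least 90 and every replicate individually at or above 90; inconclusive = only one of the two criteria met; inactive = neither criterion met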;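 also: higher luciferase means less miR-122 activity so hits act as miR-122 inhibitors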
EWS-Fli block = inhibitors of EWS/Fli oncoprotein transcriptional activity | inhibition, % at 12.6 µM | 350,000 tested, 0.67% active | A673 NR0B1-luciferase reporter, viability-normalised;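 active = mean inhibition of at least 50% after viability correction, with every replicate also passing that limit; inconclusive = mean reaches 50% but only one of two replicates passes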;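 also: firefly luciferase signal divided by Alamar Blue viability fluorescence both relative to DMSO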
DENV2 CPE = protects cells from dengue virus 2 cytopathic effect. DENV2-infected cells, cytopathic effect rescue, plate reader. CPE inhibition, % at 9.99 µM. 350,000 tested, 1.7% active. AID 651640; in the data active = CPE inhibition above about 20%, passing the limit was not always enough; inconclusive = no clear call, values can overlap the other calls; tested in BHK-21 cells;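 also: 0% = median of neutral control wells and 100% = median of positive control wells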
FN deposit inh = fibronectin deposition inhibition; inhibition, % at 12.6 µM; 350,000 tested, 0.086% active; AH1F fibroblasts, Alexa488-fibronectin deposition fluorescence, overnight;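 active = mean inhibition across replicates of 30% or more, regardless of how many single replicates reach that level; inconclusive = mean under 30% yet at least half of replicates reach 30%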;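 also: positive control wells lacked labelled fibronectin entirely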
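Material: AH1F fibroblast monolayer depositing Alexa488-labelled fibronectin into matrix / Amount: 10000 AH1F cells per well / Signal: fluorescence 485/525 nm / Medium: DMEM, 2% serum / Compound: single dose, pinned / Incubation: 1 h cell adhesion before compound, then overnight fibronectin incubation / Reagent: Alexa488-FN, 24 nM final / Read-out: inhibition of fibronectin deposition signal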
Numbers without * were called inactive; u = inconclusive; x = no result given; [ ] = remark or other dose.

SMILES	PAX8 inh HTS	F508del corr	GSIS activator	miR-122 sensor	EWS-Fli block	DENV2 CPE	FN deposit inh
Cn1cccc1C(=O)NCC1COc2ccccc2O1 (stereo not drawn)	-169	0.2	8	-3	-90	-1	-12
CCC(=O)NC[C@@H]1N[C@@H](CO)[C@H]1c1ccc(C2=CCCC2)cc1	-1	-2.6	3	-14[16.7 µM]	2	x	1
COC(=O)CCCC1=CC2=CC(=O)C(C)(OC(=O)c3cccs3)C(=O)C2=CN1Cc1ccccc1 (stereo not drawn)	-11	-1.6	2	-1	2	5	-24
Cc1cccc(C)c1CC(=O)N1CCOCC1	13	-0.6	3	1	2	-4	-8
CCN(C(=O)CCS(=O)(=O)c1cccc2nonc12)c1ccc(F)cc1	3	1.0	-3	-5	1	3	4
COCCNC(=O)C1CCN(Cc2cccc(OCc3ccccc3)c2)CC1	48	0.1	4	x	16	5	1
O=C(Cn1nnc2ccccc21)N/N=C\C=C\c1ccccc1	-3	x	x	5	x	x	1
Cc1csc(SCC(=O)N(c2ccccc2)C(C)C)n1	-9	2.0	9	0	-6	-3	-3
CN(CC(=O)Nc1ccc(Cl)c(C(F)(F)F)c1)C(=O)Cn1cc([N+](=O)[O-])ccc1=O	2	-0.5	-65	-4	8	-2	-4
O=C(NC(=S)Nc1ccc(N2CCN(C(=O)c3ccccc3)CC2)cc1)c1cccs1	18	-0.7	x	x	18	5	-8
O=C1NC[C@@H](CCCCN2C[C@H](Cc3ccccc3)N(CC3CCCCC3)C(=O)C2=O)N(CCc2ccccc2)C1=O	4	2.4	-47	x	-4	0	-3
COc1ccccc1N1CCN(C(=O)CN(Cc2ccc(Cl)cc2)S(C)(=O)=O)CC1	x	-2.4	-3	-3	6	1	x
CN1CCCN=C1/C=C/c1cccs1	-2	-0.9	2	x	x	74*	7
C=CCN(c1ccccc1)S(=O)(=O)c1cc2c(cc1C)NC(=O)CO2	9	-3.4	8	10	-2	-7	6
C=CCN1C(=O)C(=O)N(Cc2nc3ccccc3s2)C1=O	-25	2.4	-3	x	-107	-5	8
CC1Sc2ccc(S(=O)(=O)N3CCC(C(N)=O)CC3)cc2NC1=O (stereo not drawn)	-1	1.3	6	2	-1	-6	-4
CCCN1CCCCC(NC(=O)c2ccc3ccccc3c2)C1=O (stereo not drawn)	-23	2.2	4	x	-27	u	2
Cc1cc(C)cc(NS(=O)(=O)c2ccc(-c3cnc(C4CC4)o3)cc2)c1	75*	1.5	-1	375*	x	-6	-19
Cc1onc(-c2c(F)cccc2Cl)c1-c1nnc(-c2cccc3ccccc23)o1	-22	1.8	5	-6	5	0	-9
Cc1ccc(Sc2ncccc2C(N)=O)cc1	4	0.6	7	x	1	0	-3
Cc1c(C(=O)N2CC(C(=O)N3CCCCC3)Oc3ccccc32)oc2ccccc12 (stereo not drawn)	25	-0.3	-5	8	8	u	-10
O=C(NCc1ccccc1CN1CCCC1)c1ccc(Cl)c(N2CCCC2=O)c1	-3	5.4	-8	x	-11	-3	-6
CCn1c(CCNC(=O)c2ccc(OC)cc2)nnc1SCC(=O)Nc1ccccc1F	-6	7.7	7	120*	-2	3	x
COC(=O)c1ccccc1C(=O)c1c(C)cc(C)cc1C	-6	-3.4	-8	x	-2	2	13
COc1cccc(-c2ccc3c(c2)O[C@H](CN(C)C(=O)C2CC2)[C@@H](C)CN([C@@H](C)CO)S3(=O)=O)c1	x	-0.2	-5	0[16.7 µM]	-5	8	x

(more compounds)
SMILES	PAX8 inh HTS	F508del corr	GSIS activator	miR-122 sensor	EWS-Fli block	DENV2 CPE	FN deposit inh
C[C@@H]1CCCCO[C@@H](CN(C)Cc2ccc3c(c2)OCO3)[C@H](C)CN([C@H](C)CO)C(=O)c2cc(NS(=O)(=O)c3ccc(Cl)cc3)ccc2O1	-1	-0.8	-21	-6[16.7 µM]	15	-1	-1
CN(C)S(=O)(=O)c1ccc(N2CCCC2)c(C(=O)NCC2COc3ccccc3O2)c1 (stereo not drawn)	6	-1.1	-25	x	2	14	10
C/C(=N/NC(=O)CNC(=O)COc1ccccc1)c1ccc(Cl)cc1	-24	3.1	-7	-1	-8	0	-13
Cc1cccc(C)c1OCc1nc2ccccc2c(=O)n1/N=C/c1c[nH]c2ccccc12	20	x	x	x	8	8	-3
O=C(N[C@H]1CC[C@@H](CCNS(=O)(=O)c2ccc(F)cc2)O[C@H]1CO)c1cccc(F)c1	x	3.9	-4	x	-3	-4	x
CCc1cccc(CC)c1NC(=S)NCC(c1cccnc1)N1CCOCC1 (stereo not drawn)	6	x	-2	-5	-15	-2	x
O=C(CC1CC1)N[C@H]1CC[C@H](CCNS(=O)(=O)c2ccc(Cl)cc2)O[C@@H]1CO	-3	-0.1	-3	x	2	10	3
CO[C@H](CN(C)C(=O)Nc1ccc(C(F)(F)F)cc1)[C@H](C)CN(Cc1ccccc1Cl)[C@H](C)CO	x	-5.2	-12	x	15	-3	18
CCCc1nc2ccc(Br)cn2c1Cc1ccccc1	-6	3.0	-19	6	15	-7	x
O=C(O)CCC(=O)N1N=C(c2ccco2)CC1c1ccco1 (stereo not drawn)	-6	1.2	-11	-4	9	-1	-4
Cc1ccc(S(=O)(=O)N[C@@H]2CC[C@H](CCn3cc(C4(O)CCCC4)nn3)O[C@@H]2CO)cc1	-6	-0.7	-3	x	-7	4	4
CCc1ccc[n+](-c2[nH]c(=O)sc2/C=N/N=C(\[O-])c2cccnc2)c1	-14	-0.8	-3	-13	1	2	1
COCCNC(=O)C1(C)CCCN(C(=O)c2ccc3c(c2)CCO3)C1 (stereo not drawn)	-5	4.0	x	0	-4	2	-2
CN(CC(=O)Nc1ccccc1Cl)C(=O)c1ccc(N2C(=O)CCC2=O)cc1	-2	-1.3	11	1	0	-4	-2
O=C(Nc1cccc2c1CCCC2)c1ccco1	x	-0.3	26	9	2	3	x
CCCCN(C(=O)c1ccc2c(c1)OCO2)c1c(N)n(CC(C)C)c(=O)[nH]c1=O	-7	-0.1	10	-10	0	-4	3
Cc1cccc(-n2nnc3c(=O)n(CC(=O)Nc4cc(C)on4)cnc32)c1	-2	-2.5	14	4	5	3	13
Cc1cccc(NC(=O)C2CCCN(C(=O)NC3CCCCC3)C2)c1C (stereo not drawn)	-86	x	x	-2	x	x	0
CC1CCC(NC(=O)c2ccc(S(C)(=O)=O)cc2)CC1 (stereo not drawn)	-45	0.9	18	-1	-23	-1	21
CCOC(=O)N1CCN(S(=O)(=O)c2ccc(C(=O)NNc3nc4c(C)cccc4s3)cc2)CC1	81*	4.6	x	-9	29	2	5
COc1ccc2c(c1)OC[C@H]1[C@H]2N2C(=O)c3ccc(C)cc3NC(=O)[C@@]2(C)[C@H]1c1ccccc1	0	0.6	-8	4	20	x	1
O=C(CCc1nnc(Cc2cccc(C(F)(F)F)c2)o1)NCC(F)(F)F	-24	x	3	x	-15	6	-4
COc1ccc(Cc2nnc(NC(=O)c3ccc(OC(C)=O)cc3)s2)cc1OC	-7	4.8	-5	3	13	5	7
C[C@H](O)C#Cc1cnc2c(c1)C(=O)N([C@H](C)CO)C[C@H](C)[C@@H](CN(C)Cc1ccccn1)O2	x	-2.5	12	4[16.7 µM]	8	6	x
COc1cc(Br)c(CC(=O)NC2CC2)cc1OC	6	-2.2	19	-3	x	10	-29

(more compounds)
SMILES	PAX8 inh HTS	F508del corr	GSIS activator	miR-122 sensor	EWS-Fli block	DENV2 CPE	FN deposit inh
COc1ccccc1CNc1nc(Nc2ccccc2-n2cccn2)c2sccc2n1	12	3.6	3	0	15	4	-1
O=C(CCNS(=O)(=O)c1ccc(Cl)cc1)N1CCN(c2ccccn2)CC1	-12	-0.7	7	x	1	-4	-2
O=C(CCc1nc(-c2cccs2)no1)Nc1cnc2ccccc2c1	5	x	8	-20	-15	x	x
C[C@@H]1CCCCO[C@@H](CN(C)C(=O)NC2CCCCC2)[C@H](C)CN([C@H](C)CO)C(=O)c2cc(NS(C)(=O)=O)ccc2O1	-3	0.2	6	-5[16.7 µM]	7	5	-7
OCCNC(=S)Nc1ccc(Cl)c(Cl)c1	31	0.1	-32	2	8	u	0
O=C(COC(=O)c1ccccc1F)NC1CCCC1	20	-1.5	22	-5	-8	0	2
Cn1nccc1NC(=O)COCC(=O)O	-13	-0.4	-4	x	-10	13	0
CCOC(=O)c1sc(N)c(C#N)c1CSc1nnc(C2CCCCC2)n1N	16	x	x	15	x	x	-2
COc1ccc(-c2cc(C(=O)NC(C(=O)O)C(C)C)c(C)o2)cc1OC (stereo not drawn)	-60	x	x	-4	x	x	-6
O=C(Nc1ccc(Cl)cc1)N[C@@H]1CC[C@@H](CCn2cc(Cc3ccccc3)nn2)O[C@@H]1CO	-6	4.3	0	x	0	-6	x
NC(=O)c1ccc(N2CCC(C(N)=O)CC2)c([N+](=O)[O-])c1	-19	-2.4	7	-2	8	-1	-6
O=C(/C=C/c1ccc2ccccc2n1)c1cc(Cl)ccc1O	-21	3.0	-4	13	-40	-1	-2
O=C(NC1CCC1)[C@H]1[C@H](CO)[C@H]2Cn3c(ccc(-c4ccc(F)cc4)c3=O)[C@@H]1N2	x	x	-5	x	1	3	x
COc1c2ccoc2nc2c(OC)c(OC[C@@H](O)C(C)(C)O)ccc12	-5	-2.4	-5	-7	-36	-5	-10
COCC#Cc1ccc([C@H]2[C@H]3CN(C(=O)C4CCCCC4)CC(=O)N3[C@H]2CO)cc1	2	3.3	-3	x	4	2	10
CC(=O)Nc1ccc(OC(=O)Oc2ccc(NC(C)=O)cc2)cc1	-18	2.8	-6	-12	11	3	2
COc1cccc(NC(=S)N(CCN(C)C)Cc2cccs2)c1	-5	-1.1	13	x	-2	x	0
C[C@@H]1CN([C@H](C)CO)C(=O)c2cccc(NC(=O)c3nc4ccccc4s3)c2O[C@@H]1CN(C)S(C)(=O)=O	x	-1.1	1	-1[16.7 µM]	-16	4	x

Compounds from the list above that contain an aryl methoxy group:
SMILES	PAX8 inh HTS	F508del corr	GSIS activator	miR-122 sensor	EWS-Fli block	DENV2 CPE	FN deposit inh
COc1ccccc1N1CCN(C(=O)CN(Cc2ccc(Cl)cc2)S(C)(=O)=O)CC1	x	-2.4	-3	-3	6	1	x
CCn1c(CCNC(=O)c2ccc(OC)cc2)nnc1SCC(=O)Nc1ccccc1F	-6	7.7	7	120*	-2	3	x
COc1cccc(-c2ccc3c(c2)O[C@H](CN(C)C(=O)C2CC2)[C@@H](C)CN([C@@H](C)CO)S3(=O)=O)c1	x	-0.2	-5	0[16.7 µM]	-5	8	x
COc1ccc2c(c1)OC[C@H]1[C@H]2N2C(=O)c3ccc(C)cc3NC(=O)[C@@]2(C)[C@H]1c1ccccc1	0	0.6	-8	4	20	x	1
COc1ccc(Cc2nnc(NC(=O)c3ccc(OC(C)=O)cc3)s2)cc1OC	-7	4.8	-5	3	13	5	7
COc1cc(Br)c(CC(=O)NC2CC2)cc1OC	6	-2.2	19	-3	x	10	-29
COc1ccccc1CNc1nc(Nc2ccccc2-n2cccn2)c2sccc2n1	12	3.6	3	0	15	4	-1
COc1ccc(-c2cc(C(=O)NC(C(=O)O)C(C)C)c(C)o2)cc1OC (stereo not drawn)	-60	x	x	-4	x	x	-6
COc1c2ccoc2nc2c(OC)c(OC[C@@H](O)C(C)(C)O)ccc12	-5	-2.4	-5	-7	-36	-5	-10
COc1cccc(NC(=S)N(CCN(C)C)Cc2cccs2)c1	-5	-1.1	13	x	-2	x	0

Bioassay records as filed in PubChem.
